# HIV fusion peptide: inhibitors of HIV fusion peptide binding, primary screen, biochemical, uHTS, fluorescence dequenching (AID 1986); cell-free peptide binding, fluorescence dequenching, 30 min; higher % means a stronger effect; one-dose inhibition, % at 20 µM; IC50 in µM for titrated hits; 290,000 compounds, 0.3% hits; in the data active = inhibition mostly above about 52%, no sharp cut-off; inactive = mostly below about 76%; also: some results filed as inactive read as strong as hits
# SV40 large T antigen: SV40 large T antigen inhibitors, biochemical (AID 1903) | SV40 large T antigen ATPase/helicase inhibition assay; higher % means a stronger effect | inhibition, % at 20 µM, or IC50 in µM where a hit was titrated | 310,000 compounds, 0.39% hits; in the data active = a potency from the dose series; inconclusive = inhibition mostly from about 32% at the one dose, without a potency; inactive = the rest, 99 in 100 with inhibition below about 32%; also: strong numbers were not always called active
# RSV antiviral HEp-2: RSV antiviral activity via CPE protection, HEp-2 cells, primary 10 µM value included (AID 2391); CPE inhibition, % at 10 µM; hits with a dose series show IC50 in µM; HEp-2 cells, RSV-induced CPE inhibition; higher % means a stronger effect; 310,000 compounds, 0.13% hits; in the data active = a potency from the dose series; inconclusive = CPE inhibition mostly from about 23% at the one dose, without a potency; inactive = the rest, 99 in 100 with CPE inhibition below about 21%; also: strong numbers were not always called active
# Siah-1 displacement: Siah-1 peptide-binding antagonists, primary screen, biochemical, fluorescence polarization, rhodamine-plectin, uHTS (AID 1817); E3 ubiquitin-protein ligase SIAH1 (Homo sapiens); Siah-1 / rhodamine-plectin peptide fluorescence polarization; higher % means a stronger effect; displacement, % at 20 µM; hits with a dose series show IC50 in µM; 290,000 compounds, 0.02% hits;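 active = displacement of at least 50% at 20 µM, with a fluorescence ratio check between 0.3 and a set limit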;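 also: plate controls were Siah plus tracer with DMSO for no effect and tracer alone without Siah for full effect; strong numbers were not always called active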
# NS5 inhibitors: Dengue-2 NS5 methyltransferase inhibitors, primary screen, biochemical, confirmation dose response (AID 588689); Genome polyprotein (Dengue virus type 2 (strain 16681-PDK53)); Dengue-2 NS5 methyltransferase capping enzyme assay, biochemical; higher % means a stronger effect; inhibition, % at 25 µM, or IC50 in µM where a hit was titrated; 340,000 compounds, 0.3% hits; in the data active = a potency from the dose series; inconclusive = inhibition above about 29% without an active follow-up result
# LYP phosphatase: inhibitors of LYP phosphatase, biochemical, fluorescence intensity, uHTS (AID 1779); 290,000 compounds, 0.054% hits; one-dose inhibition, % at 11.5 µM; IC50 in µM for titrated hits; recombinant LYP phosphatase, fluorescence intensity; higher % means a stronger effect; Tyrosine-protein phosphatase non-receptor type 22 (Homo sapiens); in the data active = inhibition above about 50%;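 also: plate controls were vehicle with enzyme for no effect and no enzyme for full effect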
# AID2073: inhibitors of Mint1-CaV2.2 protein interaction, biochemical, HTRF (AID 2073); Voltage-dependent N-type calcium channel subunit alpha-1B (Homo sapiens); HTRF protein-protein interaction, Mint1-CaV2.2; higher % means a stronger effect; one-dose inhibition, % at 20 µM; IC50 in µM for titrated hits; 290,000 compounds, 0.19% hits; in the data active = inhibition mostly above about 51%, no sharp cut-off; inconclusive = no clear call, values can overlap the other calls; inactive = mostly below about 53%; also: some results filed as inactive read as strong as hits
# Rac1 GTP hydrolysis: MgcRacGAP GTPase-activating activity inhibitors, confirmation, biochemical, ADP Hunter fluorescence | one-dose inhibition, % at 30 µM; IC50 in µM for titrated hits | AID 624330, 2012 | MgcRacGAP-stimulated Rac1 GTP hydrolysis, ADP Hunter fluorescence; higher % means a stronger effect; GST-tagged Rac1 F28L mutant substrate | 340,000 compounds, 0.6% hits;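 active = first-screen hits whose inhibition reached a set limit at any dose in the follow-up dose series; inconclusive = inhibition above the set first-screen limit but never retested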;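 also: fluorescence reports GDP produced by GAP-driven GTP hydrolysis; strong numbers were not always called active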
# XIAP antagonists: XIAP antagonists, biochemical, IAP family, fluorescence polarization (AID 1018). XIAP BIR domain, fluorescence polarization peptide displacement; higher % means a stronger effect. displacement, % at 20 µM; hits with a dose series show IC50 in µM. 200,000 compounds, 0.007% hits; in the data active = displacement above about 50%; also: a part of the inactive calls stands beside numbers as strong as those of hits
# Active calls of the source: *; ? = inconclusive; nt = no result given.
SMILES,HIV fusion peptide,SV40 large T antigen,RSV antiviral HEp-2,Siah-1 displacement,NS5 inhibitors,LYP phosphatase,AID2073,Rac1 GTP hydrolysis,XIAP antagonists
C[n+]1c(/C=C/c2ccc3c(c2)OCO3)ccc2ccccc21,-1.8%,8%,3.7%,-5%,5%,-2%,-4%,-5%,0.4%
Cc1ccccc1NC(=O)c1ccc(OCC(=O)Nc2ccccc2F)cc1,-1.6%,5%,-0.6%,0%,-9%,-6%,-2%,1%,-5.8%
O=C(CCn1nc(-c2ccc(Cl)cc2)c2ccccc2c1=O)NCCN1CCOCC1,-0.8%,0%,-0.9%,-3%,2%,-10%,4%,8%,0.1%
CCOC(=O)CN1NC2(CCCCCC2)NC1=S,-1.0%,9%,nt,5%,-11%,-5%,-21%,9%,nt
COc1cccc(C2Oc3ccccc3C3CC(c4cccs4)=NN32)c1 (configuration not stated),7.3%,12%,0.7%,1%,nt,3%,2%,nt,nt
COc1ccccc1C(=O)Nc1nc2cc3c(cc2s1)OCCO3,1.3%,9%,-1.4%,3%,-2%,-12%,47%,2%,-4.4%
COc1ccc(-c2ccc(CCC(=O)O)n2NC(=O)c2ccc(O)cc2)cc1,0.3%,13%,0.5%,4%,-11%,-8%,3%,5%,-2.0%
Cc1ccn2cc(CNS(=O)(=O)c3ccc4ccccc4c3)nc2c1,-0.2%,12%,0.1%,-1%,0%,-12%,5%,8%,nt
CC(=O)NC(Cc1cccc(F)c1)C(=O)NC1CCN(C(=O)Nc2ccccc2)CC1 (configuration not stated),-2.8%,6%,0.8%,2%,3%,-4%,3%,2%,nt
COc1ccc(CCNC(=O)C2CC(c3ccccc3[N+](=O)[O-])=NO2)cc1 (configuration not stated),-1.8%,7%,0.2%,3%,-8%,-4%,2%,-1%,-5.3%
Cc1ccc(-c2cc(C(=O)O)c3sc(N4CCCCC4)nc3n2)cc1,12%,13%,-0.4%,-2%,1%,-8%,0%,8%,-2.6%
O=C(C1CCCN(S(=O)(=O)c2ccc(Cl)cc2)C1)N1CCCC1 (configuration not stated),2.4%,9%,2.2%,1%,-10%,-2%,0%,5%,nt
COc1ccc(C(=O)NCC(C)CN(C)C)cc1 (configuration not stated),0.5%,11%,2.3%,1%,-1%,-5%,0%,11%,-6.7%
COc1cc(C(C)=O)ccc1OC(=O)c1cc2cccc(OC)c2oc1=O,-1.2%,25%,0.9%,6%,-7%,-4%,2%,3%,-1.6%
CCOC(=O)c1c(C(F)(F)F)nc2ncccn12,8.8%,16%,0.7%,4%,0%,-9%,-5%,7%,-1.2%
O=C(NCCCNC(=O)C(F)(F)C(F)F)C(F)(F)C(F)F,-2.2%,0%,2.9%,1%,-2%,-6%,-3%,3%,-3.8%
c1ccc(CN2CCN(CCN3CCn4c3nc3ccccc34)CC2)cc1,0.0%,0%,-0.6%,0%,-2%,-3%,5%,5%,0.1%
CC1=C(CC[C@@H](C)CO)OC2CC3C4CCC5CC(O)CCC5(C)C4CC(=O)C3(C)C12 (some centres not stated),nt,7%,-0.6%,nt,3%,nt,nt,1%,nt
O=C(Nc1ccc2ccccc2c1)c1ccc(Br)o1,-0.1%,24%,11%,-1%,3%,2%,17%,10%,nt
CCOc1ccccc1CNC(=O)CCc1cn(C)c2ccccc12,0.5%,5%,2.1%,-2%,-10%,-4%,3%,-9%,nt
Cc1cccc(C(=O)Nc2nnc(Cc3ccccc3)s2)c1,1.8%,12%,?,3%,-10%,-8%,2%,15%,nt
CCc1nnc(NC(=O)CSc2ncc(-c3ccccc3)n2CC)s1,1.3%,3%,3.4%,1%,4%,5%,7%,1%,-4.3%
CCOc1cc2[nH]c(=S)n(CCN3CCCCC3CC)c(=O)c2cc1OCC (configuration not stated),0.8%,3%,-1.6%,0%,-10%,-3%,-38%,18%,-4.3%
COc1ccc2oc(C(=O)N3CCN(C(=O)c4ccco4)CC3)c(C)c2c1,nt,10%,0.8%,nt,-6%,nt,nt,6%,nt
Cc1ccc(S(=O)(=O)n2nc(OC(=O)c3c(F)cccc3Cl)cc2N)cc1,0.5%,-1%,0.5%,1%,-4%,-8%,5%,0%,nt

# Looked up above:
# RSV antiviral HEp-2 with CCOC(=O)c1c(C(F)(F)F)nc2ncccn12 : 0.7%
# HIV fusion peptide with O=C(CCn1nc(-c2ccc(Cl)cc2)c2ccccc2c1=O)NCCN1CCOCC1 : -0.8%

# For reference, part of the list above.
SMILES,HIV fusion peptide,SV40 large T antigen,RSV antiviral HEp-2,Siah-1 displacement,NS5 inhibitors,LYP phosphatase,AID2073,Rac1 GTP hydrolysis,XIAP antagonists
C[n+]1c(/C=C/c2ccc3c(c2)OCO3)ccc2ccccc21,-1.8%,8%,3.7%,-5%,5%,-2%,-4%,-5%,0.4%
Cc1ccccc1NC(=O)c1ccc(OCC(=O)Nc2ccccc2F)cc1,-1.6%,5%,-0.6%,0%,-9%,-6%,-2%,1%,-5.8%
O=C(CCn1nc(-c2ccc(Cl)cc2)c2ccccc2c1=O)NCCN1CCOCC1,-0.8%,0%,-0.9%,-3%,2%,-10%,4%,8%,0.1%
CCOC(=O)CN1NC2(CCCCCC2)NC1=S,-1.0%,9%,nt,5%,-11%,-5%,-21%,9%,nt
COc1cccc(C2Oc3ccccc3C3CC(c4cccs4)=NN32)c1 (configuration not stated),7.3%,12%,0.7%,1%,nt,3%,2%,nt,nt
COc1ccccc1C(=O)Nc1nc2cc3c(cc2s1)OCCO3,1.3%,9%,-1.4%,3%,-2%,-12%,47%,2%,-4.4%
COc1ccc(-c2ccc(CCC(=O)O)n2NC(=O)c2ccc(O)cc2)cc1,0.3%,13%,0.5%,4%,-11%,-8%,3%,5%,-2.0%
Cc1ccn2cc(CNS(=O)(=O)c3ccc4ccccc4c3)nc2c1,-0.2%,12%,0.1%,-1%,0%,-12%,5%,8%,nt
CC(=O)NC(Cc1cccc(F)c1)C(=O)NC1CCN(C(=O)Nc2ccccc2)CC1 (configuration not stated),-2.8%,6%,0.8%,2%,3%,-4%,3%,2%,nt
COc1ccc(CCNC(=O)C2CC(c3ccccc3[N+](=O)[O-])=NO2)cc1 (configuration not stated),-1.8%,7%,0.2%,3%,-8%,-4%,2%,-1%,-5.3%
Cc1ccc(-c2cc(C(=O)O)c3sc(N4CCCCC4)nc3n2)cc1,12%,13%,-0.4%,-2%,1%,-8%,0%,8%,-2.6%

# Additional structures:
SMILES,HIV fusion peptide,SV40 large T antigen,RSV antiviral HEp-2,Siah-1 displacement,NS5 inhibitors,LYP phosphatase,AID2073,Rac1 GTP hydrolysis,XIAP antagonists
CCc1ccc(N/C(SC)=C(/C#N)C(N)=O)cc1,-3.9%,-5%,6.8%,10%,-8%,-4%,-7%,5%,-4.9%
Cc1ccc2nc(C)cc(C(=O)OCC(=O)c3ccc(Cl)c([N+](=O)[O-])c3)c2c1,-1.7%,0%,0.2%,2%,1%,7%,10%,6%,-18%
CC(C)CCNC(=O)CCc1nnc(Cc2c[nH]c3ccccc23)o1,0.6%,-2%,0.3%,-1%,4%,-7%,1%,4%,-6.9%
COc1ccccc1N1CCN(C2CCCN(S(=O)(=O)c3ccccc3)C2)CC1 (configuration not stated),-0.8%,18%,1.1%,22%,-9%,-8%,6%,-4%,nt
CCn1cc(C(=O)N[C@@H](CCSC)C(=O)NC(C)(C)CO)c(=O)c2cc3c(cc21)OCO3,3.0%,2%,1.6%,3%,0%,-8%,8%,4%,nt
Cc1ccc(S(=O)(=O)NN2C(=O)/C(=C/c3cccnc3)SC2=S)cc1,-1.0%,5%,-0.4%,2%,14%,-3%,0%,10%,nt
Cc1cccc(CCN=C(N)NS(=O)(=O)c2ccccc2)c1,-0.3%,9%,4.7%,1%,-2%,-7%,6%,13%,nt
O=C(CSc1ncn[nH]1)Nc1ccc(S(=O)(=O)N2CCCC2)cc1,-1.8%,-1%,1.1%,2%,-5%,-9%,-2%,4%,-3.2%
Cc1ccc(NC(=O)CCNC(=O)c2ccc([N+](=O)[O-])cc2)cc1C,1.0%,0%,4.6%,5%,-6%,-5%,22%,5%,nt
Cc1ccc(S(=O)(=O)N2CCN(S(=O)(=O)c3cccs3)CC2)cc1,-0.2%,8%,1.2%,1%,-2%,-5%,4%,7%,nt
c1ccc(CCn2c(C3CC3)nc3ccccc32)cc1,0.9%,-9%,1.9%,0%,0%,-3%,-2%,3%,-2.9%
CCCn1c(=S)[nH]c2ccccc2c1=O,1.6%,4%,1.0%,4%,-4%,-7%,-17%,3%,-3.0%
Cc1cc(CN(C)C(=O)C2CCC(=O)N(CCc3cccc(F)c3)C2)on1 (configuration not stated),-1.7%,10%,0.7%,2%,-4%,-5%,2%,12%,nt
COc1ccccc1OCC(=O)Nc1c2c(nn1-c1ccc(C)cc1)CS(=O)(=O)C2,nt,15%,-1.1%,nt,-1%,nt,nt,3%,nt
COCC(=O)n1nc(-c2ccc(Cl)cc2)nc1NCc1ccc(F)cc1,-0.9%,13%,6.5%,-10%,-3%,-4%,4%,4%,-5.3%
CCOC(=O)c1[nH]cnc1C(=O)Nc1ccccn1,-3.4%,8%,1.4%,0%,5%,-10%,-6%,6%,-3.3%
Cc1nn(C)c(C(=O)Nc2ccn(Cc3ccccc3F)n2)c1[N+](=O)[O-],-1.5%,14%,0.1%,-3%,0%,-12%,-16%,10%,1.0%
COc1ccc(S(=O)(=O)N2CCN(C(=O)N3CCOCC3)C2C)cc1 (configuration not stated),-1.1%,13%,0.8%,2%,-6%,-9%,11%,3%,nt
Cc1ccc(C)c(OCCC(=O)N2CCN(S(=O)(=O)c3cc(C)ccc3C)CC2)c1,nt,10%,40%,nt,-4%,nt,nt,5%,nt
CC1CCC(NC(=O)CN2C(=O)NC(C)(C)C2=O)CC1 (configuration not stated),nt,3%,-1.3%,nt,5%,nt,nt,7%,nt
CCOC(=O)CN1N=C(/C=C/c2ccc(C)cc2)CCC1=O,-0.3%,8%,-1.1%,6%,1%,0%,-8%,13%,2.1%
CCOc1cccc2cc(C(=O)NCc3ccc(OC)cc3)c(=N)oc12,-2.9%,3%,2.9%,2%,4%,-5%,6%,0%,nt
Oc1c(Br)cc(Br)cc1C=Nc1cccnc1,24%,4%,44%,1%,14%,-13%,-6%,11%,nt
COc1ccc(CCNC(=O)CSc2nnnn2-c2ccccc2OC)cc1OC,1.1%,-10%,0.3%,4%,2%,-3%,3%,6%,-4.6%
